# D2 antag = antagonizes the human D2 dopamine receptor; P14416; HEK293 TREx D2 cells, calcium flux, dopamine EC80; inhibition, % at 10 µM; hit rate 2% among 340,000; AID 485344; in the data active = inhibition above about 30%; note: 0% is about no effect
#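 Calcium mobilization kinetics were recorded at 1 s intervals in tetracycline-induced HEK293 T-REx D2 cells, first for 180 s after compound addition and then 180 s after EC80 dopamine.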
# D2 agonist = agonists of human D2 dopamine receptor; P14416; HEK293 T-REx D2 cells, calcium flux agonist mode; hit rate 0.53% among 340,000; activation, % at 2 µM;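 active = activation over 3 SD above normal in the single-dose calcium agonist read, cut at about 30% in these data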; note: 0% is about no effect
#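 HEK293 Trex D2 cells, tetracycline-induced, o/n 30 C 5% CO2; no-wash Ca dye, RT 30–90 min; 10-cycle baseline, 23 nl cpd added, kinetic Ca read 180 s; agonist hits = positive Ca response.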
# USP1-UAF1 inh = USP1/UAF1 (human) deubiquitinase inhibition; AID 743255; recombinant USP1/UAF1, Ub-Rhodamine cleavage fluorescence; O94782; hit rate 0.23% among 390,000; Potency, µM (titrated, usually from 57.1 µM), without a hit: top-dose activity change, negative = inhibition, hits mostly inhibitors; note: potency is the fitted concentration of half-maximal effect; % is set by controls: 0 for no effect and ±100 for the full control effect; nearly all actives have a fitted effect of over 60% in size; inactives centre near -12
#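 High-throughput fluorogenic screen: 1nM USP1/UAF1 complex, Ub-Rho substrate 150nM final, 50mM HEPES pH 7.8 with 0.5mM EDTA, 0.1 mg/ml BSA, 1mM TCEP and 0.01% Tween-20.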
# PI4K2A block = PI4K2A (human) kinase inhibition; hit rate 0.13% among 420,000; purified PI4K2A, ADP-Glo luminescence, 1 h; active compounds read low; AID 1346378; activity change, negative = inhibition, % at 76.9 µM; in the data active = activity change below about -50%; inconclusive = mostly about -30% to -49%;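 note: -100% = wells without enzyme as full effect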
#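 ADP-Glo luminescence measured ADP generated by PI4K2A enzyme (4 ug/mL before mixing) with 1.2 mM PI substrate (pre-mix) and 300 microM ATP (pre-mix). Tris pH7.5 buffer with MgCl2, Triton X-100; 1 h reaction at ambient temperature.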
# TRHR PAM = TRH receptor (human) allosteric enhancement; AID 493056; hit rate 0.66% among 360,000; TRHR cells, fluo-8 calcium fluorescence, EC20 TRH enhancement; P34981; enhancement, % at 2 µM; in the data active = enhancement above about 30%; note: 0% is about no effect
#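 Enhancer read-out: after compound pinning and an initial kinetic agonist-mode read, an EC20 of TRH (10 nM final) was injected and fluo-8 calcium signal (Ex 480/Em 530) followed at 1 s/cycle for 100 cycles in TRHR-expressing cells.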
# rTrxR1 inhibitor = blocks rat thioredoxin reductase 1. Potency, µM (highest dose often 114 µM), without a hit: top-dose activity change, negative = inhibition, hits mostly inhibitors. hit rate 1% among 390,000. O89049. recombinant rTrxR1, NADPH fluorescence consumption, selenite substrate; note: potency is the fitted concentration of half-maximal effect; % is set by controls: 0 for no effect and ±100 for the full control effect; nearly all actives have a fitted effect of over 65% in size
# Target sequence (O89049 whole entry, looked up): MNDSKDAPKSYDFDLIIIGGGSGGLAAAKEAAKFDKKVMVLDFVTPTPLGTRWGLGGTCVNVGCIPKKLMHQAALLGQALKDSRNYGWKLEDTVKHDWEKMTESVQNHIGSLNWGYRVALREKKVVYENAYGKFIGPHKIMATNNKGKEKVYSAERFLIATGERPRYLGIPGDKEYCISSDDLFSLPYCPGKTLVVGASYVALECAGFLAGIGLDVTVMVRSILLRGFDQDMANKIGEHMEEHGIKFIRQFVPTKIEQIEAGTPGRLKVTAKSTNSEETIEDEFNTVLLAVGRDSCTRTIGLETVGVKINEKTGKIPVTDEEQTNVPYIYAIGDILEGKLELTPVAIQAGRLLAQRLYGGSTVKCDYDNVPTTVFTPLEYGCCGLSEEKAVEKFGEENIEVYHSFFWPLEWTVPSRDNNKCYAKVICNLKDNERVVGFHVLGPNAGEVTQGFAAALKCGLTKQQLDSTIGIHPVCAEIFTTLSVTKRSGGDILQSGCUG
#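 Rat TrxR1 (90 nM in the dispensed reagent) was pre-reduced with 400 uM NADPH for 5 min at room temperature, then incubated with compound for 15 min. After 400 uM selenite was added, NADPH fluorescence (Ex 340/Em 450 nm) was followed for 8 min.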
# TRHR ag = TRH receptor (human) agonism | hit rate 0.18% among 360,000 | AID 493084 | activation, % at 2 µM | TRHR cells, calcium flux fluo-8, FDSS agonist mode; in the data active = activation above about 30%; note: 0% is about no effect
#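 TRHR-expressing cells loaded with fluo-8 calcium dye; 23 nL library compound pin-transferred, kinetic FDSS fluorescence (Ex 480/Em 530) recorded about 180 s for agonist-induced calcium release, before a 10 nM TRH EC20 addition for potentiator mode.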
# mIDH1 inhibitor = inhibitors of human mutant IDH1 R132H. hit rate 0.093% among 390,000. Potency, µM (highest dose often 76.6 µM), without a hit: at the top dose activity change, negative = inhibition, usual class: inhibitors. O75874. IDH1-R132H enzyme, NADPH consumption, diaphorase/resazurin fluorescence; note: potency is the fitted concentration of half-maximal effect; % is set by controls: 0 for no effect and ±100 for the full control effect; nearly all actives have a fitted effect of over 65% in size
# Target sequence (O75874 whole entry R132H, stated change not applied): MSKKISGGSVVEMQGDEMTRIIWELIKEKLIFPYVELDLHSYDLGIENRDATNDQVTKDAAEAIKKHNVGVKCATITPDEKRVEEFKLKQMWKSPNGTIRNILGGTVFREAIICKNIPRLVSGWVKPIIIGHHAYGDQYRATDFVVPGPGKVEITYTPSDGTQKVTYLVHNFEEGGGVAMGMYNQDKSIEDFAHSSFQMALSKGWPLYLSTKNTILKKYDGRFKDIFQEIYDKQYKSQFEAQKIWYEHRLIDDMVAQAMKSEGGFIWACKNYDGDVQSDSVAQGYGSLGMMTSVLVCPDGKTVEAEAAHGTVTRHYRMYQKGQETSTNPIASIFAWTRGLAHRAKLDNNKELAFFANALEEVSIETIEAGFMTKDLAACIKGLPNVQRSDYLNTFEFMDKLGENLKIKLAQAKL
#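 IDH1-R132H (0.5 ug/mL dispensed) in pH 7.5 Tris buffer was preincubated 30 min with compound, then given a substrate mix of 0.016 mM NADPH and 2 mM alpha-KG for 80 min at room temperature; remaining NADPH was read by diaphorase/resazurin fluorescence.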
# TrxR1 substrate = substrates of rat thioredoxin reductase 1; hit rate 0.01% among 390,000; Potency, µM (highest dose often 114 µM), inactives show at the highest dose activity change, negative = substrate turnover; purified TrxR1 substrate turnover, NADPH consumption readout; O89049; note: potency is the fitted concentration of half-maximal effect; % is set by controls: 0 for no effect and ±100 for the full control effect; nearly all actives have a fitted effect of over 50% in size
#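 Rat TrxR1, dispensed at 90 nM, was prereduced with 400 uM NADPH (final) for 5 min at ~22 deg C, then incubated with compound 15 min before 400 uM selenite. A first-read NADPH fluorescence drop versus no-compound background flagged substrates.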
# * hit, by the source's call; ? = inconclusive; · = no result given; & = joins results of further samples; [ ] = another dose, or the depositor's remark. Unless noted, calls come from the whole dose curve; as a rule, active = well fitted inhibition curve with a large enough effect; inconclusive = small, poorly fitted or top-dose-only effect; inactive = no such curve, though single readings can be large or run the other way.
# Sample of the layout, four compounds:
SMILES,D2 antag,D2 agonist,USP1-UAF1 inh,PI4K2A block,TRHR PAM,rTrxR1 inhibitor,TRHR ag,mIDH1 inhibitor,TrxR1 substrate
CN(CC(=O)Nc1ccccc1Cl)C(=O)Cn1cnc2ccccc2c1=O,3,0.4,-22%,0,2,18%,0.1,0%,5%
Cc1ccc(C(=S)NCS(=O)(=O)c2ccc(C)cc2)cc1,·,·,-23%,48,·,?,·,7%,9%
COc1ccc(CCn2c(C)cc(C(=O)CSc3nc(N)cc(=O)[nH]3)c2C)cc1,-2,-0.6,-4%,-2,-2,5%,-0.6,1%,7%
CC1(C)CC(=O)C=C(NCCCNC2CCCCC2)C1,5,-0.2,-7%,0,2,-7%,-0.2,13%,-3%

# All compounds of this part, repeating the preview:
SMILES,D2 antag,D2 agonist,USP1-UAF1 inh,PI4K2A block,TRHR PAM,rTrxR1 inhibitor,TRHR ag,mIDH1 inhibitor,TrxR1 substrate
CN(CC(=O)Nc1ccccc1Cl)C(=O)Cn1cnc2ccccc2c1=O,3,0.4,-22%,0,2,18%,0.1,0%,5%
Cc1ccc(C(=S)NCS(=O)(=O)c2ccc(C)cc2)cc1,·,·,-23%,48,·,?,·,7%,9%
COc1ccc(CCn2c(C)cc(C(=O)CSc3nc(N)cc(=O)[nH]3)c2C)cc1,-2,-0.6,-4%,-2,-2,5%,-0.6,1%,7%
CC1(C)CC(=O)C=C(NCCCNC2CCCCC2)C1,5,-0.2,-7%,0,2,-7%,-0.2,13%,-3%
Fc1ccc(CN2CCN3CCCC3C2C2CCCCC2)cc1F (stereo unspecified),-1,5.4,-3%,-7,5,12%[57.1 µM],-0.6,0%,8%[57.1 µM]
CC1=C(C#N)C(c2ccccc2O)C(C#N)=C(C)N1,4,-0.1,-8%,-2,1,3%,0.2,8%,-1%
COc1c(C)cc(C(=O)C2CCCN(S(=O)(=O)N(C)C)C2)cc1C (stereo unspecified),6,0.4,0%,-3,6,-8%[57.1 µM],-0.5,-7%,-1%[57.1 µM]
O=C(c1cccc([N+](=O)[O-])c1)N1c2nc(-c3ccco3)nn2C2(CCCCC2)[C@@H]2CCCC[C@@H]21,·,0.1,-14%,-2,-2,-13%,-0.5,-5%,7%
Cc1cc(C)nc(NC(=O)c2csnn2)c1,16,-0.1,-19%,6,4,21%,0.2,-5%,15%
O=C(O)CC(CC(=O)Nc1ccc(-n2ccc(C(F)(F)F)n2)cc1)c1ccccc1 (stereo unspecified),8,0.3,-20%,6,10,-5%,0.5,-1%,-3%
Cn1c(CC(=O)Nc2ccccc2)cc2ccccc21,-5,0.2,0%,3,2,6%,0.1,-2%,-2%
Cc1ccc(C)c(Oc2nnnn2-c2ccccc2)c1,10,-1.3,-13%,-3,0,13%[57.1 µM],-1.0,1%,8%[57.1 µM]
COc1ccc(C(=O)Oc2cc(-c3ccc4c(c3)OCO4)cc(=O)c3c(C)oc(C)c23)cc1,·,0.9,?,-4,1,?,4.8,-7%,3%
N=C1C(c2nc(-c3cccc([N+](=O)[O-])c3)cs2)=C(O)CN1NC(=O)c1ccco1,11,4.2,15%,-8,2,-6%[57.1 µM],3.2,3%,-14%[57.1 µM]
CCOC(=O)CNC(=O)CN1C(=O)CC(c2ccco2)Sc2ccccc21 (stereo unspecified),1,0.0,-23%,3,0,-3%,0.3,6%,1%
N#Cc1ccccc1OCC(=O)NC(=O)NCc1ccco1,-6,-0.4,-18%,-4,-6,-24%,-1.0,0%,0%
CCCNC(=O)C1CC(=O)N(c2ccc(OCc3ccc(Cl)cc3)cc2)C1 (stereo unspecified),-5,-0.1,-19%,-8,-3,-6%,0.1,13%,4%[57.1 µM]
N#CC(C#N)=C/C(C#N)=C(/N)N1CCN(c2ccc(Cl)cc2)CC1,-2,0.0,-7%,-3,-2,7%,-0.5,2%,25%
O=C(NC(=S)Nc1ccc(N2CCOCC2)c(Cl)c1)c1cncc(Br)c1,6,0.2,-6%,2,-18,?,-0.3,-4%,-15%
Cc1ccc(SCCC(=O)NC2CC2)cc1,·,·,6%,3,2,8%[11.4 µM],-0.4,16%,6%[11.4 µM]
Cc1ccc(S(=O)(=O)NCCCNS(C)(=O)=O)cc1,17,0.1,-7%,0,-8,1%,1.4,-4%,2%
COC(=O)c1cc(S(=O)(=O)NCCN2CCOCC2)cn1C,-9,1.5,-27%,1,-1,18%,0.1,-8%,4%
CC(=O)c1sc(N/N=C\c2cccc(Br)c2)nc1C,-19,2.5,-21%,-3,0,15%,6.4,-14%,-4%
Cc1nnc(SCC(=O)Nc2c(Cl)cccc2Cl)n(N)c1=O,1,0.0,-10%,1,4,-5%,0.0,3%,-10%
CSc1nc2ncc(C#N)cn2n1,-3,0.0,-9%,1,-5,-11%[57.1 µM],1.0,-2%,-6%[57.1 µM]

# The list goes on.
SMILES,D2 antag,D2 agonist,USP1-UAF1 inh,PI4K2A block,TRHR PAM,rTrxR1 inhibitor,TRHR ag,mIDH1 inhibitor,TrxR1 substrate
CCCN1C(=O)c2cc(C(=O)Nc3ccccc3CC)ccc2C1O (stereo unspecified),-3,0.2,-22%,-3,1,4%,0.2,12%,3%
COc1cccc(-c2cn3c(n2)sc2cc(C(=O)NCc4cccs4)ccc23)c1,·,-0.4,1%,-8,-1,28%,0.0,13%,7%
Cc1[nH]c2ccc(CNS(=O)(=O)c3ccc(S(=O)(=O)N4CCOCC4)cc3)cc2c1C,-8,-0.2,10%,-2,-8,?,0.9,-3%,-8%
COc1cccc(NC(=O)Cn2c(=O)n(Cc3ccc(C(=O)NCc4ccc(C)cc4)cc3)c(=O)c3ccccc32)c1,·,-0.1,-29%,3,2,5%,1.3,-3%,-5%
COc1ccc(OC)c(S(=O)(=O)Nc2ccccc2SC)c1,25,-0.4,-19%,-3,-4,7%,-0.4,0%,0%
COc1ccc(Cn2c(O)c(C=Nc3ccc(OC)cc3)c3ccccc3c2=O)cc1,-6,2.4,-27%,8,-4,3%,0.8,-5%,-6%
COc1ccccc1C(=O)O[C@H]1[C@H](Cc2ccccc2)NS(=O)(=O)[C@H]2C[C@@H]3C=C[C@]12O3,11,-0.3,-27%,0,-3,3%&12%,-0.5,11%,0%&2%
CCCCC(=O)NC(=S)Nc1ccc(Cl)c(C(=O)O)c1,1,0.3,-4%,-2,1,12%[57.1 µM],0.5,15%,2%[57.1 µM]
COc1ccc(S(=O)(=O)N[C@H](C(=O)O)C(C)C)cc1,-11,0.6,-2%,-1,-4,-6%,0.4,6%,0%
Fc1cccc(-n2cc(-c3ccccc3)c3c(=S)nc[nH]c32)c1,-8,0.0,-20%,1,-5,-5%,-0.4,4%,-3%
Cn1ncc2c(Nc3cccc(C#N)c3)ncnc21,·,·,-1%,-8,1,8%[57.1 µM],-0.1,12%,3%[57.1 µM]
CCOC(=O)CCN(C(=S)Nc1ccccc1)C1CCCCC1,·,·,?,8,·,-19%,·,-8%,-13%
CCC(C)[C@H](NC(=O)NCc1ccccn1)C(=O)OC (stereo partly specified),3,0.7,-11%,1,-4,20%[57.1 µM],0.3,3%,15%[57.1 µM]
CC(C)CN(C(=O)COC(=O)CNC(=O)c1ccccc1F)C1CCS(=O)(=O)C1 (stereo unspecified),0,0.5,-2%,-3,3,28%,-2.5,0%,16%[57.1 µM]
CC1CN(S(=O)(=O)c2ccc(C(=O)N3c4ccccc4CC3C)cc2)CC(C)O1 (stereo unspecified),-20,-0.6,-8%,5,3,6%,-0.5,7%,5%
CN(CC(=O)N1CCN(Cc2ccccc2)CC1)S(=O)(=O)c1ccc(F)cc1,-27,0.5,-3%,5,1,-19%,0.0,-2%,-6%
CC(=O)N1CCc2cc(NS(=O)(=O)c3cccs3)ccc21,0,-0.6,1%,-2,8,-4%,-0.3,0%,-7%
CNC(=O)c1ccc(CNC(=O)OCC(F)(F)F)cc1,-8,1.0,-5%,7,-4,3%[57.1 µM],-0.2,-4%,0%
Cc1ccc(C)c(C(=O)CSc2nc(C)cc(=O)[nH]2)c1,-6,-1.6,-23%,-2,7,20%,0.0,-5%,2%
CSc1nc2ccc(NS(=O)(=O)c3ccccc3F)cc2s1,-18,-1.1,-24%,-9,2,13%[57.1 µM],0.5,9%,8%[57.1 µM]
COC(=O)c1c(C(=O)OC)c2cccc3cc(-c4ccccc4)c4ccc1c4n32,-6,-2.2,-20%,5,-9,-13%,0.0,4%,-6%
O=C(Nc1ccccc1Cc1ccccc1)c1ccc2c(c1)SC1=NS(=O)(=O)CCN12,3,0.3,0%,-7,4,36%,0.3,2%,15%
COc1ccc2c(CNC3CCCC3)c(C(=O)O)n(Cc3ccccc3C)c2c1,·,0.8,4%,1,-3,18%,0.0,3%,2%
C=CCNC(=O)CCC(=O)NNc1nc2ccccc2c2nc(-c3ccccc3)nn12,-7,0.6,1%,0,-5,10%,-0.3,16%,-2%
O=C(Nc1ccccc1)c1cccc2c(Br)cccc12,-15,-1.1,-24%,2,-7,22%,-0.9,-3%,5%

# Next results:
SMILES,D2 antag,D2 agonist,USP1-UAF1 inh,PI4K2A block,TRHR PAM,rTrxR1 inhibitor,TRHR ag,mIDH1 inhibitor,TrxR1 substrate
CCC(=O)Nc1ccc(NC(=O)c2ccc3ccccc3c2)cc1,-15,-1.3,-13%,1,-2,20%[57.1 µM],0.0,4%,17%[57.1 µM]
CCOC(=O)c1c(NC(=O)Cn2cnc3sc(C)c(-c4ccccc4)c3c2=O)sc(C)c1C,19,-1.4,10%,-9,-7,12%[57.1 µM],0.2,11%,4%[57.1 µM]
COCCNC(=O)c1cc2c3ccccc3n(C)c2s1,-6,0.7,-9%,-1,-4,12%,-0.6,3%,52%[activator]
N#CC1(NC(=O)COC(=O)C2=COCCO2)CCCCC1,50*,-0.5,-9%,-2,-4,9%,0.1,5%,7%
CCOC(=O)C1(Cc2cccc(Cl)c2)CCCN(C(=O)CCNC(C)=O)C1 (stereo unspecified),12,0.0,-9%,-2,0,10%,0.7,8%,4%
COc1ccc(C(=O)Nc2oc(-c3ccccc3)c(-c3ccccc3)c2C#N)cc1OC,5,0.3,-10%,2,1,12%,-0.2,-2%,-1%
